Source: PubChem (several laboratories)
Yp Topo-I inh – inhibitors of Yersinia pestis topoisomerase I. AID 504884. Y. pestis Topo-I cleavage product accumulation, plate reader. actives 0.064% (n = 360,000). activity, % at 10 µM; in the data active = activity above about 50%, passing the limit was not always enough; inconclusive = no clear call, values can overlap the other calls; note: inactives centre near 2
TcdB inh – blocks C. difficile toxin B glycohydrolase activity | TcdB glycohydrolase enzymatic assay, plate reader | inhibition, % at 9.99 µM | actives 0.24% (n = 350,000); in the data active = inhibition above about 10%
VHR inh abs – DUSP3 (human) phosphatase inhibition; recombinant VHR phosphatase, pNPP absorbance; inhibition, % at 13.3 µM; actives 0.52% (n = 290,000); AID 1654; in the data active = inhibition above about 50%; note: some compounds called inactive have numbers as strong as hits
SARS 3CLpro inh – SARS-CoV 3CLpro protease inhibition. P0C6X7. recombinant SARS-CoV 3CLpro, quenched FRET peptide cleavage. inhibition, % at 6 µM. actives 0.14% (n = 290,000). AID 1706; in the data active = inhibition above about 12%
MazF activator – activators of E. coli MazEF toxin-antitoxin RNase; P0AE70; actives 0.32% (n = 350,000); FAM/BHQ RNA-DNA oligo cleavage fluorescence, 5 h; activation, % at 20 µM; in the data active = activation above about 50%
Target sequence (P0AE70 whole entry, looked up): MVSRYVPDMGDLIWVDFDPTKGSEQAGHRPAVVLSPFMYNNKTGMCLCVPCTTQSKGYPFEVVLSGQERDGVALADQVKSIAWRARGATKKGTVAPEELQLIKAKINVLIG
Rv3671c protease – inhibits the M. tuberculosis serine protease Rv3671c; inhibition, % at 5.96 µM; actives 0.048% (n = 320,000); AID 2606; in the data active = inhibition above about 38%;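 note: extracellular domain of Rv3671c used as enzyme; 0% = enzyme with DMSO and 100% = no enzyme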
PfHsp40 yeast – rescue of PfHsp40-mediated yeast toxicity | S. cerevisiae expressing PfHsp40, growth rescue, ATP luminescence | growth rescue, % at 12.5 µM | actives 0.68% (n = 340,000) | AID 504582; in the data active = growth rescue above about 28%, passing the limit was not always enough; inconclusive = no clear call, values can overlap the other calls;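 note: yeast W303a lacking pdr1 and pdr3 grown in galactose medium; growth measured after three days at 30 °C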
BH1578 lux ind – induces V. cholerae light production without autoinducers; activation, % at 18.7 µM; V. cholerae BH1578 lux reporter, luminescence, 6 h; actives 0.16% (n = 350,000); AID 588436; in the data active = activation mostly above about 9.7%, no sharp cut-off; inconclusive = no clear call, values can overlap the other calls; inactive = mostly below about 3.7%; note: not every result past the cut was called active; inactives centre near 0; reference of the scale not given here
Anthrax LF prot – anthrax lethal factor protease inhibition; multiplex microsphere protease cleavage assay, LF; actives 0.12% (n = 360,000); inhibition, % at 10 µM; in the data active = inhibition above about 30%; inconclusive = no clear call, values can overlap the other calls; note: plate controls were buffer without enzyme for full effect and enzyme alone for no effect
Target sequence (P15917 whole entry, looked up): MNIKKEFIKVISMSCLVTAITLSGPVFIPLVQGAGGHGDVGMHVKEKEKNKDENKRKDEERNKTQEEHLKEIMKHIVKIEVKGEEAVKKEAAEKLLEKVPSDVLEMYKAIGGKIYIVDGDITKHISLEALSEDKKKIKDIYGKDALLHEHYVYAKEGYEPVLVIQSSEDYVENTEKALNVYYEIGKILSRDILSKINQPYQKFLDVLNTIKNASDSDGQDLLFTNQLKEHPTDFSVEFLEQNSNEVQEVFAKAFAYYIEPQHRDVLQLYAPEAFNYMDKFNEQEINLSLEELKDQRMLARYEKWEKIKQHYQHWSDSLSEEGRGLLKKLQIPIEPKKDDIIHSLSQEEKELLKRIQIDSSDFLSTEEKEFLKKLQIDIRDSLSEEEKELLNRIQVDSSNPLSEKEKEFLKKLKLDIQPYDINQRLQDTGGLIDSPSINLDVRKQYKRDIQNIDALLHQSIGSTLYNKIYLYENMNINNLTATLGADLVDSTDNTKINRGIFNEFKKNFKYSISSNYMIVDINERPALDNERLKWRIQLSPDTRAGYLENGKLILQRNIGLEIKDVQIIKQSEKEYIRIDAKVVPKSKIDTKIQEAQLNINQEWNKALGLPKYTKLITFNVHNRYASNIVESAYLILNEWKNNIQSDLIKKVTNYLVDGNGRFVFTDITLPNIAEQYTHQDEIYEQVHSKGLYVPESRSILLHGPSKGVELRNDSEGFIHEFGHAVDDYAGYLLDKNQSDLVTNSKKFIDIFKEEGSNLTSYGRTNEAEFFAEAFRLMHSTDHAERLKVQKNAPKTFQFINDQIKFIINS
PriA SSB inh – inhibitors of Klebsiella pneumoniae PriA binding to SSB C-terminal tail; AlphaScreen SSBct-PriA binding, biotinylated peptide; inhibition, % at 33 µM; actives 0.6% (n = 430,000); AID 1272365; in the data active = inhibition mostly above about 37%, no sharp cut-off; inactive = mostly below about 20%;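 note: plate controls were negative control peptide for no effect and reference peptide for full effect; strong numbers were not always called active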
Numbers without * were called inactive; i = inactive; ? = inconclusive; / = no result given; & = joins results of further samples; ! = a repeat was not active.

smiles	MazF activator	Anthrax LF prot	Yp Topo-I inh	BH1578 lux ind	Rv3671c protease	PriA SSB inh	VHR inh abs	PfHsp40 yeast	TcdB inh	SARS 3CLpro inh
Cc1ccc2nc(SCC(=O)c3ccc(O)cc3O)[nH]c2c1	-3	1	4	4.8	-24	-1	-24	0.1	1.0	7
COc1ccc(NC(=S)N(Cc2ccccn2)Cc2ccccc2Cl)cc1	-4	-3	15	-0.4	-2	-1	4	-0.4	-0.2	1
Cc1ccc(/C=C2\SC(=S)N(CCC(=O)NNC(=O)c3ccccc3O)C2=O)cc1	3	0	8	-0.3	5	10	-3	-0.1	7.6	0
CN1CCN(NC(=O)c2ccc(Cl)c([N+](=O)[O-])c2)CC1	-13	-2	0	3.4	0	-6	30	0.0	/	5
CC[C@]12c3[nH]c4ccc(Cl)cc4c3CCN1C(=O)[C@@H](CC(=O)NCc1ccco1)C[C@@H]2C(=O)N1CCN(C(=O)C2CC2)CC1	8	4	25	i	/	3	/	1.1	1.3	/
Fc1ccc(-c2cc(C(F)(F)F)n3ncnc3n2)cc1	-6	-6	1	-0.6	-6	-13	10	-0.1	1.4	3
Cc1ccc(O)c(-n2nc3ccccc3n2)c1	4	-3	4	-0.3	-1	-19	6	-1.2	-0.3	-1
COCCCNC(=O)c1ccc(CS(=O)(=O)Cc2cccc(C)c2)o1	-3	3	0	0.0	-3	3	15	-1.3	/	-3
CCOC(=O)N1CCN(C(=O)COc2ccc3c(c2)C(=O)CC(C)(C)O3)CC1	-21	-2	-3	-4.4	-12	-6	22	-0.5	0.1	0
O=C(COc1cccc2c1CCN(Cc1ccc(Br)cc1)C2=O)N1CCOCC1	-10	-2	32	-0.9	-4	-27	41	0.4	0.5	-1
N#CC1=C(N)NC(SCc2ccc(Cl)cc2)=C(C#N)C12CCCCC2	7	0	13	1.4	-5	33	-20	2.7	/	3
NS(=O)(=O)c1ccc(CCNC(=O)CSc2nc3ccsc3c(=O)n2CCCCC(=O)O)cc1	0	7	-3	-0.3	1	0	10	0.6	0.2	1
C[C@H](CO)N1C[C@H](C)[C@@H](CN(C)C(=O)Nc2ccc(C(F)(F)F)cc2)Oc2ccc(NC(=O)C3CCCCC3)cc2C1=O	-2	-1	22	-0.5	-11	1	/	0.2	14*!	/
COc1ccc(CCNC(=O)/C(C#N)=C/c2cccc(OCc3ccccc3)c2)cc1OC	-9	0	31	-0.2	-31	-10	-2	1.4	/	3
COc1cccc(-c2nnc(NC(=O)CCS(=O)(=O)c3ccc(F)cc3)o2)c1	-7	-8	2	-0.4	/	/	/	/	0.2	/
O=C(CCCc1ccccn1)c1ccc(-c2ccccc2)cc1	-14	-2	?	-1.1	/	-13	/	1.2	1.6	/
CN(C(=O)CSc1ncccn1)C1CCS(=O)(=O)C1 (centres undefined)	-4	-1	8	i	-7	-5	-7	-0.1	1.1	4
CC(=O)NC1CC2CCCC(C1)N2CC(=O)N1CCCc2ccccc21 (centres undefined)	1	-1	2	i	3	4	4	-0.8	/	-4
C[C@@H]1CN([C@@H](C)CO)C(=O)c2cccc(NS(C)(=O)=O)c2O[C@H]1CN(C)Cc1ccc(Oc2ccccc2)cc1	5	-9	19	-1.2	2	0	/	-0.9	0.9&-0.6	/
Cc1ccc(S(=O)(=O)N2CCCC2)cc1S(=O)(=O)N1CCCC1	4	-2	6	i	-5	-20	-11	-0.6	/	1
CN1CCC(Oc2ccccc2Sc2ccccc2)CC1	-5	-1	3	i	1	-3	-11	-1.0	/	-2
CCCN(CC(=O)Nc1ccccc1C)C(=O)C1CC(=O)N(c2ccc(CC)cc2)C1 (centres undefined)	2	-3	8	i	-5	8	/	2.3	-0.2	/
COC(=O)Nc1ccc(SCC(=O)c2ccc(Cl)cc2)cc1	-4	-1	-2	i	2	-8	24	8.1	3.4	2
C=CCN1C(=O)/C(=c2\sc3nc(=O)c(Cc4ccccc4)nn3c2=O)c2ccccc21	2	-7	-5	-0.5	7	3	10	/	1.0	4
CC(OC(=O)c1ccc(Cl)nc1)C(=O)Nc1ccc(S(=O)(=O)N2CCCC2)cc1 (centres undefined)	3	1	5	i	7	-9	/	3.1	2.3	/
COc1cc(NC(=O)CCCn2c(=S)[nH]c3ccccc3c2=O)cc(OC)c1OC	11	-2	0	-6.1	-6	16	12	-0.2	0.3	2
CCOc1ccccc1NC(=O)Cn1c(=O)c2ccccc2n(CC)c1=O	-3	-3	7	-0.9	-1	-21	14	0.2	/	3
O=C(Nc1ccc(C(=O)O)cc1)/C(=C\c1ccc2c(c1)OCO2)NC(=O)c1ccccc1Cl	-1	2	4	i	/	/	/	/	0.7	/
CCOc1ccc2nc(SCC(=O)N(CC(C)C)c3c(N)n(Cc4ccccc4)c(=O)[nH]c3=O)[nH]c2c1	0	-3	12	i	4	4	/	-0.1	0.6	/
O=C(c1ccc([N+](=O)[O-])s1)N1CCN(c2ccccc2)CC1	-3	1	-12	-0.1	-3	-3&8	18	-0.5	0.8	0

Reprinted at random: two entries already listed.
smiles	MazF activator	Anthrax LF prot	Yp Topo-I inh	BH1578 lux ind	Rv3671c protease	PriA SSB inh	VHR inh abs	PfHsp40 yeast	TcdB inh	SARS 3CLpro inh
O=C(c1ccc([N+](=O)[O-])s1)N1CCN(c2ccccc2)CC1	-3	1	-12	-0.1	-3	-3&8	18	-0.5	0.8	0
CCOc1ccccc1NC(=O)Cn1c(=O)c2ccccc2n(CC)c1=O	-3	-3	7	-0.9	-1	-21	14	0.2	/	3

The list continues.
smiles	MazF activator	Anthrax LF prot	Yp Topo-I inh	BH1578 lux ind	Rv3671c protease	PriA SSB inh	VHR inh abs	PfHsp40 yeast	TcdB inh	SARS 3CLpro inh
COc1cccc(CN(C)C(=O)c2cccc(S(=O)(=O)N3CCN(Cc4ccccc4)CC3)c2)c1OC	3	-3	-1	-0.9	/	-1	/	2.0	1.5	/
CCC1=NN(C(=O)COc2ccccc2C)C(O)(c2ccncc2)C1 (centres undefined)	5	-1	-3	-0.2	-1	-9	-3	-1.6	0.9	0
Cc1cc(S(=O)(=O)N2CCCCC2CCNC(=O)C(=O)NCCN2CCOCC2)ccc1F (centres undefined)	-2	-4	3	-0.4	/	/	/	/	0.4	/
CC(=O)Nc1nc2ccccc2n1Cc1ccc(C)cc1	5	-6	15	-0.5	3	-5	42	1.3	-0.6	4
Cc1cc(C(=O)OCC(=O)Nc2ccccc2C)c(C)o1	0	1	6	1.4	6	4	/	-0.8	-0.3	/
Cc1[nH]n(-c2ccccc2)c(=O)c1C(c1ccccc1C(=O)O)c1c(C)[nH]n(-c2ccccc2)c1=O	3	-5	-2	0.7	-2	10	11	1.2	/	-3
Cc1cc(C)c(NC(=O)CN(C2CCCCC2)C2CCCCC2)c(C)c1	-1	-2	5	-7.1	8	-1	10	-0.5	-0.5	4
COC(=O)c1ccc(C)c(-n2c(C)cc(C=O)c2C)c1	7	0	-3	3.6	-4	-5	-4	-0.7	/	1
C=CC(=O)NCc1ccc(-c2csnn2)cc1	3	-6	-4	-0.4	-3	-12	22	-0.3	0.2	2
COC(c1ccccc1)c1nnc(CCC(=O)NCCCc2ccccc2)o1 (centres undefined)	-17	-1	2	-0.2	0	-14	8	3.8	0.6	7

Full records, quoted from the list. Order of values: MazF activator, Anthrax LF prot, Yp Topo-I inh, BH1578 lux ind, Rv3671c protease, PriA SSB inh, VHR inh abs, PfHsp40 yeast, TcdB inh, SARS 3CLpro inh
Record of Cc1[nH]n(-c2ccccc2)c(=O)c1C(c1ccccc1C(=O)O)c1c(C)[nH]n(-c2ccccc2)c1=O : 3, -5, -2, 0.7, -2, 10, 11, 1.2, /, -3
Record of Cc1ccc(/C=C2\SC(=S)N(CCC(=O)NNC(=O)c3ccccc3O)C2=O)cc1 : 3, 0, 8, -0.3, 5, 10, -3, -0.1, 7.6, 0
Record of C=CCN1C(=O)/C(=c2\sc3nc(=O)c(Cc4ccccc4)nn3c2=O)c2ccccc21 : 2, -7, -5, -0.5, 7, 3, 10, /, 1.0, 4
Record of Cc1ccc2nc(SCC(=O)c3ccc(O)cc3O)[nH]c2c1 : -3, 1, 4, 4.8, -24, -1, -24, 0.1, 1.0, 7

Remaining list, next part.
smiles	MazF activator	Anthrax LF prot	Yp Topo-I inh	BH1578 lux ind	Rv3671c protease	PriA SSB inh	VHR inh abs	PfHsp40 yeast	TcdB inh	SARS 3CLpro inh
O=C(Nc1ccc(Br)cc1)C1Cc2ccccc2O/C1=N\O (centres undefined)	-2	-12	-1	1.3	/	/	-20	0.5	0.7	-1
COCOCCn1cc(CN2CCS(=O)(=O)N(Cc3ccc(-c4ccc(OC)cc4)cc3)C(C)C2=O)nn1 (centres undefined)	1	-2	21	-0.2	/	/	/	/	0.2	/
Cc1cc(F)ccc1NCc1cc2c(cc1[N+](=O)[O-])OCO2	3	-4	6	-3.1	-5	-5	-5	0.5	/	0
Brc1cccc(-c2nnc(-c3ccccc3)o2)c1	-6	-1	-7	0.0	-3	0	11	1.9	/	-2
Cc1nc(N2CCOCC2)c(C#N)c2c1COC(C)(C)C2	-11	-2	-1	0.6	-6	-1	-9	-0.5	/	1
CC(=O)Nc1ccc(Oc2nc(C(F)(F)F)nc3ccccc23)cc1	2	-3	6	-0.9	-6	-5	19	3.0	0.2	1
CN1CCC(OC(=O)COc2ccc(Br)cc2)CC1	6	-6	8	-1.9	8	-14	9	-1.0	0.2	-1
CC(CCNC(=O)c1ccccc1)(CCNC(=O)c1ccccc1)[N+](=O)[O-]	5	3	2	-1.2	/	-9	/	0.7	1.4	/
COc1ccc(Br)c(Cn2c(C)c(C(=O)N(C)Cc3ccc(F)cc3)sc2=O)c1	/	4	42	-1.0	/	/	/	/	1.4	/
Cc1c(NC(=O)CSCc2ccco2)c(=O)n(-c2ccccc2)n1C	2	-5	-4	-3.8	-3	-1	30	2.4	-0.1	-4
CCOc1ccc(NCC(=O)Nc2ccc(Cl)cc2C)cc1	8	-11	-3	i	-6	-8	16	0.3	/	3
Cc1ccc(-c2cc(C(=O)NCc3cnn(C)c3)c3cc(Br)ccc3n2)cc1	-1	-3	-1	-0.6	-4	-10	-2	0.6	/	1
CNC(=S)N(Cc1ccc(OC)cc1)C1CC(=O)N(c2ccc(C(=O)OC)cc2)C1=O (centres undefined)	/	/	/	/	-12	/	13	/	-1.2	4
CCn1c(C)nc2cc(S(=O)(=O)N3CCCCC3)ccc21	2	5	3	-0.4	-2	-10	0	1.5	/	2
COc1ccc2nc(C)c3c(c2c1)OC(C)C3 (centres undefined)	-1	1	-8	i	0	-19	49	-0.1	/	-3
Cc1ccc(-c2cc(-c3ccccc3C)[nH]n2)c(O)c1	10	-5	1	-0.3	-9	-22	-10	?	/	9
CCSc1nnc(CNC(=O)c2ccccc2F)n1-c1ccccc1OC	4	-3	-6	i	1	6	2	0.5	0.0	-1
O=C(Nc1ccc(S(=O)(=O)C(F)F)cc1)c1ccc2c(=O)n3c(nc2c1)CCC3	-13	/	-8	-0.4	0	2	/	0.6	3.9	/
COc1cccc(-c2nnc(NC(=O)c3ccc(Cl)s3)o2)c1	-8	-1	-3	-0.3	5	-16	23	0.8	0.3	1
O=C(c1ccoc1)N1CCN(c2cc(-c3ccccc3)nc3cc(-c4ccc(Br)cc4)nn23)CC1	-7	-6	7	0.5	/	/	/	/	1.3	/
COc1ccc(C(=O)O)cc1S(=O)(=O)Nc1ccccc1C(=O)NCc1ccc2c(c1)OCO2	-2	-5	2	i	0	-2	/	0.9	-1.1	/
O=S1(=O)CC(c2ccccc2)=NN=C(c2ccccc2)C1	4	-10	6	-3.1	/	/	/	/	-6.0	/
Cc1cccc(C)c1OCC(O)CN1CCc2ccccc2C1 (centres undefined)	7	1	13	0.8	4	-11	/	0.7	1.1	/

An excerpt (hit frequency here may not be typical).
